Screening results deposited in PubChem by Sanford-Burnham Center for Chemical Genomics.
H9c2 TAG inh: inhibitors of triacylglycerol accumulation, primary screen, cell-based, uHTS, fluorescence, H9c2 | H9c2 cells, Nile Red lipid (TAG) fluorescence; cells loaded with 200 µM oleic acid | inhibition, % at 12.5 µM | 230,000 compounds, 0.66% hits;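 active means pattern-corrected inhibition of lipid staining of at least 50% with the nuclear-stain viability signal not falling by more than 50%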;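 further: 0% = DMSO wells and 100% = triacsin C control wells; some results filed as inactive read as strong as hits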
H9c2 TAG inh DAPI viability: further read-out of H9c2 TAG inh, marked with its call; DAPI nuclei signal change (viability), lower = more cytotoxic, %;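 whole-well DAPI fluorescence read on a plate reader as a viability signal; minus 50 percent equals half of cells still viable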
Active calls of the source: *; i = inactive; & = joins results of further samples. A portion of the library, so the mix of outcomes need not match the whole.

SMILES	H9c2 TAG inh	H9c2 TAG inh DAPI viability
COc1ccc(NC(=O)CSCC(=O)N(C)CC(=O)Nc2c(C)cccc2C)cc1	-21	7
Cc1cc(C)cc(N2CC(O)=C(c3nc4ccccc4c(=O)[nH]3)C2=N)c1	0	7
O=C(CNC(=O)c1ccc(Cl)c([N+](=O)[O-])c1)OCN1C(=O)c2ccccc2C1=O	-1	-7
COc1ccc(CN(C)C(=O)CCl)cc1	44	-29
CCOC(=O)C1(CCOc2ccccc2)CCN(Cc2cccc3c2OCO3)CC1	-11	15
CCOC(=O)CCCCCC(=O)Nc1ccc2c(c1)CC(=O)N([C@@H](C)CO)C[C@@H](C)[C@@H](CN(C)C(=O)Nc1ccc(C(F)(F)F)cc1)O2	11	0
CCc1onc(C)c1C(=O)Nc1ccc(N2CCOCC2)cc1	-4	-3
COC(C/C=C/C(=O)[C@H](C)OCc1ccccc1)OC	-4	4
N#CC(C#N)=C1C(=O)N(CCN2CCOCC2)c2ccccc21	4	-2
CCNC(=O)COC(=O)c1cccc(Br)c1	10	-9
CC(NC(=O)C1CCN(CCOc2ccc(Cl)cc2)CC1)c1cccc2ccccc12 (configuration not stated)	1	5
CC(C)(C)C(=O)N/C(N)=N/c1nc2ccccc2o1	0	5
CC(NC(=O)c1ccccc1F)c1cccc2ccccc12 (configuration not stated)	-13	4
COc1ccc(NC(=O)Cc2ccsc2)cc1S(=O)(=O)N1CCOCC1	2	4
COc1ccc(S(=O)(=O)N2CCN(C(=O)c3ccccn3)CC2)cc1	-9	3
CCCNC(=O)C1(C)CCN(Cc2ccc(Oc3ccccc3)cc2)C1 (configuration not stated)	-13	18
CS(=O)(=O)c1ccc2nc(NC(=O)C3C4C=CC(C4)C3C(=O)O)sc2c1 (configuration not stated)	5	1
COC(=O)c1ccc(COC(=O)c2ccccn2)cc1	-3	-8
O=C(CCSc1ccccc1Cl)Nc1cccc([N+](=O)[O-])c1	3	17
O=C(NCc1ccccc1)c1ccc(NC(=O)C2CCCO2)cc1 (configuration not stated)	13	3
O=C(O)CSc1ncccn1	2	-1
CCOC(=O)c1cc(CC)sc1NC(=O)Cc1ccsc1	2	-6
COC(C/C=C/[C@H](O)[C@H](C)OCc1ccccc1)OC	-1	6
O=C(COC(=O)CNC(=O)c1ccco1)NCc1ccc(F)cc1	-3	2
COc1ccc(CN2CCn3ncc(C(=O)Nc4ccccc4)c3C2=O)cc1	1	0
COc1ccc(CN(C)C(=O)CCC(=O)N2CCN(S(=O)(=O)c3ccc(Cl)cc3)CC2)c(OC)c1	-7	-1
CCN(CC)CCOC(=O)c1cccc(Br)c1	14	-4
CCOc1ccc(-c2c(=O)n(OCc3nc4ccccc4[nH]3)c3ccccc3[n+]2[O-])cc1	-10	1
Cc1nc2ccccc2nc(C)c1=NOCc1cccc(Cl)c1	-1	-3
Cc1cccnc1C(NC(=O)C1CCN(CCCOc2ccccc2)CC1)c1ccc(F)cc1 (configuration not stated)	11	-3
O=C(NC1CC1)c1sc2cc(F)ccc2c1Cl	5	-6
O=C(CC12CC3CC(CC(C3)C1)C2)NCC(=O)N1CCCC1	-1	11
CCOC(=O)c1sc2nc(N3CCOCC3)c3c(c2c1N)CC(C)(C)N(C)C3	13	i
Cc1ccc(S(=O)(=O)N(C)C[C@@H]2Oc3ccc(NS(C)(=O)=O)cc3CC(=O)N([C@H](C)CO)C[C@@H]2C)cc1	18	-9
CC(C)(C)OC(=O)N1CCCC(C(=O)Nc2cccc(C(=O)NCCc3ccccc3)c2)C1 (configuration not stated)	16	6
NS(=O)(=O)c1ccc(Cc2ncc(C(F)(F)F)cc2Cl)s1	-21	7
CN(C)/C=C(/C(=O)c1ccc(Cl)cc1Cl)S(=O)(=O)c1ccc(Cl)cc1	-2	5
Cc1ccc(Oc2ncc(CN3CCOCC3)s2)cc1	4	22
CC(NC(=O)COC(=O)CNC(=O)c1ccc(-c2ccccc2)cc1)c1ccccc1 (configuration not stated)	-1	0
O=C(NC1=NC2CCCCC2N1)c1ccccc1 (configuration not stated)	8	-3
O=C(OCc1ccc2c(c1)OCO2)c1ccc(S(=O)(=O)N2CCCCC2)cc1	3	-5
Cc1cc(C(F)(F)F)n(-c2nc(C(=O)NNS(=O)(=O)c3ccccc3[N+](=O)[O-])cs2)n1	-7	0
CC(C)=CC(=O)OCc1csc(CC(=O)Nc2ccccc2C)n1	17	2
Cc1cccc(C)c1OCC(O)Cn1c2ccccc2c2ccccc21 (configuration not stated)	-18	7
CC(C)CCN1CCN(Cc2ccsc2)CC1CCO (configuration not stated)	6	-2
CCOc1cc(C(=O)NC(C)CC)cc(OCC)c1OCC (configuration not stated)	19	-23
CCn1cc(CNC(=O)C2CCC(=O)N(CCc3cccc(F)c3)C2)cn1 (configuration not stated)	-6	6
COc1ccc(C(=O)Nc2ccc3nc4n(c(=O)c3c2)CCCCC4)cc1OC	-12	12
Cc1ccc(-c2cc(C(=O)N/N=C/c3ccc([N+](=O)[O-])o3)c3ccccc3n2)o1	7	2
O=C(COC(=O)c1ccccc1C(=O)c1ccc(Cl)cc1)NCc1ccccc1	-12	6
Cc1cc(=O)oc2cc3c(cc12)OCCO3	-3	4
COCCn1c(C)cc(C(=O)COC(=O)c2ccc(N3CCCC3=O)cc2)c1C	-4	-4
CNC[C@H]1Oc2c(NS(=O)(=O)c3ccccc3)cccc2C(=O)N([C@H](C)CO)C[C@@H]1C	-2	7
Cc1nn2c(C)c(C(=O)Nc3ccccc3)cnc2c1-c1ccccc1	0	2
C[C@]12CCC(=O)C=C1CC[C@@H]1[C@@H]2[C@@H](O)C[C@@]2(C)[C@H]1CC[C@]2(O)C(=O)CO	30&22	12&15
COCCCN1C(=O)c2ccc(C(=O)OCC(=O)NCc3ccccc3OC)cc2C1=O	-6	-1
COc1ccc(NC(=O)Nc2cccc3c2O[C@H](CN(C)S(=O)(=O)c2ccc(F)cc2)[C@@H](C)CN([C@H](C)CO)C3=O)cc1	-2	3
Cc1ccc(C(=O)N(CN2CCCC2=O)c2ccccc2)cc1	-1	-2
COC(=O)c1[nH]c2ccc(Cl)cc2c1NC(=O)CCN1CCOCC1	22	-3
C=CCn1c(C)nnc1SCC(=O)Nc1ccccc1C(=O)NC1CC1	9	-5

Copied from the listing for reference:
SMILES	H9c2 TAG inh	H9c2 TAG inh DAPI viability
CCOc1cc(C(=O)NC(C)CC)cc(OCC)c1OCC (configuration not stated)	19	-23
CCn1cc(CNC(=O)C2CCC(=O)N(CCc3cccc(F)c3)C2)cn1 (configuration not stated)	-6	6
COc1ccc(C(=O)Nc2ccc3nc4n(c(=O)c3c2)CCCCC4)cc1OC	-12	12
Cc1ccc(-c2cc(C(=O)N/N=C/c3ccc([N+](=O)[O-])o3)c3ccccc3n2)o1	7	2
O=C(COC(=O)c1ccccc1C(=O)c1ccc(Cl)cc1)NCc1ccccc1	-12	6
Cc1cc(=O)oc2cc3c(cc12)OCCO3	-3	4
COCCn1c(C)cc(C(=O)COC(=O)c2ccc(N3CCCC3=O)cc2)c1C	-4	-4
CNC[C@H]1Oc2c(NS(=O)(=O)c3ccccc3)cccc2C(=O)N([C@H](C)CO)C[C@@H]1C	-2	7
Cc1nn2c(C)c(C(=O)Nc3ccccc3)cnc2c1-c1ccccc1	0	2
C[C@]12CCC(=O)C=C1CC[C@@H]1[C@@H]2[C@@H](O)C[C@@]2(C)[C@H]1CC[C@]2(O)C(=O)CO	30&22	12&15
COCCCN1C(=O)c2ccc(C(=O)OCC(=O)NCc3ccccc3OC)cc2C1=O	-6	-1
COc1ccc(NC(=O)Nc2cccc3c2O[C@H](CN(C)S(=O)(=O)c2ccc(F)cc2)[C@@H](C)CN([C@H](C)CO)C3=O)cc1	-2	3
Cc1ccc(C(=O)N(CN2CCCC2=O)c2ccccc2)cc1	-1	-2
COC(=O)c1[nH]c2ccc(Cl)cc2c1NC(=O)CCN1CCOCC1	22	-3

Later entries.
SMILES	H9c2 TAG inh	H9c2 TAG inh DAPI viability
CC(=O)c1ccc(N2CCN(C(=O)/C=C/c3ccc4ccccc4n3)CC2)cc1	4	15
COc1ccccc1NS(=O)(=O)c1ccc(C(=O)Nc2ncccc2O)cc1	-13	14
O=C1c2ccccc2C(Nc2ccc3c(c2)OCO3)N1Cc1ccc2c(c1)OCO2 (configuration not stated)	-22	-9
NC(=S)Nc1cccc2[nH]ccc12	-4	13
CC(=O)Nc1ccc(S(=O)(=O)N2CCCC3CCCCC32)cc1 (configuration not stated)	0	3
CCC(=O)OCOc1ccc(/C=C2/CCC(CN(C)C)C2=O)cc1 (configuration not stated)	10	-9
CCC(C)(C)NC(=O)CN(Cc1ccc2c(c1)OCO2)C(=O)CCC(=O)Nc1ccccn1	4	-4
Nc1ccc(C(=O)OCC(=O)NC2CCS(=O)(=O)C2)cc1[N+](=O)[O-] (configuration not stated)	-2	-7
CN(C)CCNc1nc2sc3c(c2c(=O)n1CCc1ccccc1)CCCCC3	80*	-31*
COC(=O)[C@@H]1C[C@H]2CC[C@H](O)C[C@H]2N1Cc1ccc(Cl)cc1	5	8
NC(=O)c1sc(-c2ccsc2)cc1NS(=O)(=O)c1ccc(C(F)(F)F)cc1	4	-6
O=C(CCCn1c(=S)[nH]c2cc3c(cc2c1=O)OCO3)N1CCN(c2ccc(F)cc2)CC1	7	5
CC(=O)c1ccc(OCC(=O)NCc2ccc(F)cc2)cc1	-4	-7
Cc1ccc(S(=O)(=O)N2CCN(C(=O)C3Cc4ccccc4CN3C(=O)c3ccco3)CC2)cc1 (configuration not stated)	-19	0
CC(Cc1ccccc1)C(=O)NCCO (configuration not stated)	-5	-1
O=C1O[C@H](CO)[C@@H](O)[C@H](O)[C@H]1O	-4	-1
CCN(CC(=O)Nc1ccc(OC(F)F)cc1)C1CCCCC1	0	9
Cc1nn(CC(=O)Nc2ccc(N3CCOCC3)cc2)c(C)c1[N+](=O)[O-]	-14	1
CC(=O)/C=C\c1ccccc1OC(=O)c1cc2ccccc2oc1=O	21	-17
COC(=O)[C@H]1C[C@@H]1[C@H](NC(=O)OCc1ccccc1)c1ccccc1	-42	4
CC1=CC(=C(C#N)C#N)C=C(C)N1CCN1CCN(C(=O)Nc2cccc(Cl)c2)CC1	19	-14
COc1ccccc1-n1c(SCC(=O)Nc2cccc(C)c2)nc2c(c1=O)SCC2	-5	2
Cc1ccc(S(=O)(=O)N2CCC(C(=O)N3CCCC(C(F)(F)F)C3)CC2)cc1C (configuration not stated)	-5	-7
CCc1ccc(NC(=O)C(=O)NCCN2CCN(S(C)(=O)=O)CC2)cc1	3	-2
Cc1nc(-c2ccc(F)cc2)c(CC(=O)N(C)CC(=O)Nc2c(C)cccc2C)s1	16	-8
Cc1ccc(C(=O)CCC(=O)N2CCC(C(N)=O)CC2)cc1	-1	-2
Cc1ccccc1OCc1nnc(SCC(=O)Nc2c(C)n(C)n(-c3ccccc3)c2=O)n1-c1ccccc1	0	1
COc1ccccc1C(=O)NCc1ccccc1	-14	16
Cc1ccccc1CN1CCN(C(C)C(=O)NNC(=O)c2ccc(F)cc2)CC1 (configuration not stated)	-5	-3
Cc1c(C(=O)NC2CCCc3ccccc32)oc2ccccc12 (configuration not stated)	-11	-5
O=Cc1cn(-c2ccccc2)nc1-c1ccncc1	15	2
CCN(CC)c1ccc(NC(=O)C2=CCN(S(=O)(=O)c3ccc(F)cc3)CC2)c(C)c1	-6	-2
CN1CCN(CC#CCC2(O)c3ccccc3-c3ccccc32)CC1	-13	14
O=C(CCNS(=O)(=O)c1cccs1)NC1CCN(Cc2ccccc2)CC1	-2	-10
Fc1ccccc1-c1nc2c(s1)CCc1onc(-c3ccc(Br)cc3)c1-2	21	2
Cc1cc(C)cc(NC(=S)/C(=C(\[O-])c2ccc(Cl)cc2Cl)[n+]2ccc(C(C)(C)C)cc2)c1	6	-2
C[C@H](CO)N1C[C@H](C)[C@@H](CN(C)C(=O)c2cnccn2)Oc2ncc(Br)cc2C1=O	10	-1
O=C(CN1C(=O)NC2(CCCCCC2)C1=O)NCc1ccco1	6	-5
CC(Cc1ccccc1)NC(=O)CN1C(=O)c2ccccc2S1(=O)=O (configuration not stated)	16	-9
Cc1ccc(C(C2C(=O)CC(C)(C)CC2=O)C2C(=O)CC(C)(C)CC2=O)s1	24	-6
Cn1c(SCc2ccccc2F)nnc1-c1ccccn1	22	-12
CCOC(=O)Cn1c(=O)oc2cc(S(=O)(=O)NC(C)(C)CC)ccc21	-8	3
Cc1ccc2nc(SCC(=O)Nc3oc(C)c4c(C)n[nH]c(=O)c34)[nH]c2c1	-6	-7
CSCCC(NC(=O)c1ccccc1)C(=O)O (configuration not stated)	37	-28
COc1cc(Br)c(C(=O)c2nccc3cc(OC)c(OC)cc23)cc1OC	-15	-3
O=C(Cc1n[nH]c(=O)c2ccccc12)Nc1cc(C(F)(F)F)ccc1-n1cncn1	10	-4
CCN(C(=O)Nc1ccccc1OC)c1c(N)n(Cc2ccccc2)c(=O)[nH]c1=O	-15	9
CC(C)(C)c1ccc(C(=O)NNC(=O)c2ccncc2)cc1	-8	8
CC(=O)c1ccc(NC(=S)Nc2ccc(N3CCOCC3)cc2)cc1	0	-2
Cc1onc(-c2c(Cl)cccc2Cl)c1CO/N=C(\C#N)c1c(Cl)cccc1Cl	-28	3
Cc1ccc(C2N=C(N)Nc3nc4ccccc4n32)cc1 (configuration not stated)	4	-7
CCOC(=O)C1=C(COC(=O)/C=C/c2cc(Br)ccc2F)NC(=O)NC1C (configuration not stated)	-6	3
COc1ccc(C(=O)NC2CCCCCC2)cc1S(=O)(=O)N1CCCC1	-1	6
Cc1cccc(CN(C)C[C@H]2OCc3cnnn3CCCC(=O)N([C@H](C)CO)C[C@@H]2C)c1	6	2
Cc1cc(S(=O)(=O)Nc2ccc(C(=O)NCc3cccnc3)cc2)ccc1F	3	9
Cc1noc(C)c1NC(=O)Nc1cccc2c1O[C@H](CN(C)C(=O)Nc1ccc3c(c1)OCO3)[C@@H](C)CN([C@H](C)CO)C2=O	13	-3
Cn1c(-c2sc3cc(C(F)(F)F)cnc3c2-c2cccnc2)n[nH]c1=S	16	-3
